Compound activity (PubChem BioAssay)
TAAR1 antagonist = human TAAR1 antagonism; CHO RD-HGA16 TAAR1, Fluo-8 calcium fluorescence, antagonist; Q96RJ0; AID 624466; inhibition, % at 3 µM; 1.5% of 360,000 active;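 active = inhibition above a per-plate cutoff, the mean inhibition of test compounds on that plate plus 3 SD, cut at about 49% in these data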;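 also: 0% = DMSO plus EC80 beta-PEA response and 100% = DMSO alone without agonist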
Target sequence (Q96RJ0 whole entry, looked up): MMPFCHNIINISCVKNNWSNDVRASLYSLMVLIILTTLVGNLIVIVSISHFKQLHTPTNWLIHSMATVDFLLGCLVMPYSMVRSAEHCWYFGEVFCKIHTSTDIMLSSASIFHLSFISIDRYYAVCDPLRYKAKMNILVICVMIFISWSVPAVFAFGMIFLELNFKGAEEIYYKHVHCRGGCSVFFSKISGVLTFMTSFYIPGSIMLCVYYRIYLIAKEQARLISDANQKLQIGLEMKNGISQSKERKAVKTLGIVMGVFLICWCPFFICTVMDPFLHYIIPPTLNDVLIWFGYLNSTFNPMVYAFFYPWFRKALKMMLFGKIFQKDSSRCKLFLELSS
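test system = CHO RD-HGA16 cells bearing hTAAR1 | replication = singlicate | controls = DMSO-only wells and EC80 β-PEA-stimulated wells | reagent = EC80 β-phenethylamine stimulus | read-out basis = percent inhibition of PEA-evoked calcium signal, max/basal emission ratio | schedule = seeding 17-24 h prior, 75-min 37 °C, 30-min RT dye loading | signal = kinetic Fluo-8 calcium fluorescence measurement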
M1 antag = human CHRM1 antagonism; P11229; CHO-K1 hM1, Fluo-8 calcium fluorescence, ACh EC80 antagonist; inhibition, % at 3 µM; 1.3% of 360,000 active; AID 588852;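 active = percent inhibition above its own plate's cutoff, namely the mean of that plate's compound wells plus 3 SD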;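 also: peak over basal fluorescence ratio during 140 s after agonist addition; 0% = ACh EC80 plus DMSO and 100% = DMSO alone without agonist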
Target sequence (P11229 whole entry, looked up): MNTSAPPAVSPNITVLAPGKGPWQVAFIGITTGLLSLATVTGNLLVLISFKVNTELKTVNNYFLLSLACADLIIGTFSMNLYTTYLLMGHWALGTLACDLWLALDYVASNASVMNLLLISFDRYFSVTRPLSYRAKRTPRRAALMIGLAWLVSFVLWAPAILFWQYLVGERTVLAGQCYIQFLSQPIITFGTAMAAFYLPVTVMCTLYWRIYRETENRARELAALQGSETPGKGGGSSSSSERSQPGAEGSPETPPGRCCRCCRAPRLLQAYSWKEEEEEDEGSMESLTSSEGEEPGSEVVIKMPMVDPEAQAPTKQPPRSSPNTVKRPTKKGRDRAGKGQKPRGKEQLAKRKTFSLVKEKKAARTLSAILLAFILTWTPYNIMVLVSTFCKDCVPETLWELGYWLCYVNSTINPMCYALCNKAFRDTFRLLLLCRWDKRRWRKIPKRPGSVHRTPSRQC
CHO parental Ca = counter-screen for OX1R antagonists: effect in parental CHO cells; parental CHO-K1, ATP-induced calcium, Fluo-8 fluorescence; inhibition, % at 5.6 µM; 0.63% of 330,000 active; AID 463079;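 active = inhibition above that plate's mean sample inhibition plus 3 SD, cut at about 26% in these data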;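 also: 0% = ATP-challenged DMSO wells and 100% = DMSO wells without ATP; some compounds past the cut are filed as inactive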
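Assay system: untransfected parental CHO cell line. Also added: ATP agonist challenge. Dosing: one dose, 5.6 µM nominal. Measured by: Fluo-8 fluorescence. Read-out: % inhibition. Benchmarks: ATP wells versus no-ATP DMSO wells. Repeats: no replicates.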
TAAR1 ag = agonists of human TAAR1; Q96RJ0; CHO RD-HGA16 TAAR1, Fluo-8 calcium fluorescence; vehicle wells 0%, saturating PEA agonist 100%; activation, % at 3 µM; 0.99% of 360,000 active; AID 624467;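 active = activation above the mean activation of all test compounds in the run plus 3 SD, cut at about 38% in these data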
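test system = CHO RD-HGA16 cells carrying human TAAR1 plus Gα16 | schedule = 17-24 h seeding, 75 min 37 °C dye, 30 min RT | compound dosing = 3 µM single concentration | control set = DMSO and PEA EC100 | replicates = n 1 | signal = Fluo-8 fluorescence, 5 s baseline then 140 s kinetic read | measure = percent activation vs PEA EC100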
M1 ag = human M1 muscarinic receptor agonism. P11229. activation, % at 3 µM. 0.33% of 360,000 active. CHO-K1 hM1, Fluo-8 calcium fluorescence, agonist mode; 0% DMSO, 100% acetylcholine EC100;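 active = activation above the run's mean compound activation plus 3 SD, cut at about 16% in these data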;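 also: peak over basal fluorescence ratio within a 140 s kinetic read after compound addition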
CHO-K1 Ca antag = M1 antagonist counterscreen hit in parental CHO-K1 cells. ATP-induced calcium, Fluo-8 fluorescence. inhibition, % at 3 µM. 0.6% of 360,000 active;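 active = inhibition above a per-plate cutoff, the plate's mean sample inhibition plus 3 SD, cut at about 24% in these data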;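 also: 0% = DMSO plus EC80 ATP and 100% = DMSO alone without ATP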
CHO-K1 Ca ag = counter-screen for M1 agonists: effect in parental CHO-K1 cells; Fluo-8 calcium fluorescence; scaled to maximal ATP response, vehicle zero; activation, % at 3 µM; 0.48% of 360,000 active; AID 602248; in the data active = activation above about 15%;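 also: untransfected CHO-K1 host cells lacking M1 receptor as counterscreen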
CHO-K1 Ca PAM = nonselective activator or artifact in parental CHO-K1 calcium assay; ATP EC20, Fluo-8 calcium fluorescence; 0% at ATP EC20, 100% at ATP max; activation, % at 3 µM; 0.02% of 360,000 active; AID 602247;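 active = activation above the run cutoff, the mean activation of all test compounds plus 3 SD, cut at about 40% in these data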;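 also: peak over basal fluorescence ratio in a 140 s read after ATP addition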
CHRM1 PAM = potentiates human M1 receptor response to acetylcholine; P11229; CHO-K1 hM1, Fluo-8 calcium fluorescence, ACh EC20; 0% = ACh EC20, 100% = maximal ACh; activation, % at 3 µM; 0.088% of 360,000 active; in the data active = activation above about 19%, passing the limit was not always enough
The depositor's hits bear a star; nt = no result given.

SMILES	TAAR1 antagonist	M1 antag	CHO parental Ca	TAAR1 ag	M1 ag	CHO-K1 Ca antag	CHO-K1 Ca ag	CHO-K1 Ca PAM	CHRM1 PAM
Cn1cccc1/C=N\NC(=O)C1COc2ccccc2O1 (stereo not given)	0	-10	-4	3	-2	-6	2.8	21	9
O=C(Nc1ccc(Cl)cc1)NC1CCCCNC1=O (stereo not given)	-4	-6	6	3	-2	-7	1.3	8	9
CCOC(=O)Cn1cc(/C=N/NC(=O)c2ccc(C#N)cc2F)c2ccccc21	24	0	10	6	-3	10	0.2	1	1
CCN(Cc1ccccc1)c1ccccc1	-6	-8	nt	-2	0	4	-0.5	-9	7
Cc1ccc(-c2noc(C3CCCN(C(=O)c4ccccc4Br)C3)n2)o1 (stereo not given)	-13	-1	-13	-3	-3	-18	3.0	1	1
COc1cc(/C=N/NC(=O)C2CC(=O)N(c3ccc(C)cc3)C2)cc(OC)c1OC (stereo not given)	-10	-15	-28	-1	-4	-12	-1.0	8	14
CN(C(=O)COC(=O)c1ccc(Cl)c(N)c1)c1ccccc1	1	10	-18	3	-3	6	-0.1	-13	-9
CC(C)COC(=O)c1ccc(NC(=O)C2C3CCC(C3)C2C(=O)O)cc1 (stereo not given)	-2	-16	-12	13	-5	-7	-0.2	10	5
CN(C)S(=O)(=O)c1ccc(C(=O)NCc2ccccn2)cc1	13	-10	0	6	-11	-4	0.7	15	12
Oc1ccc(C[C@@H](CN2CCCC2CN2C(=S)NC[C@@H]2Cc2ccccc2)N2C[C@H](Cc3ccccc3)N(CC3CCCCCC3)C2=S)cc1 (stereo not given in full)	14	nt	nt	0	nt	-16	1.1	11	nt
CCN(CC)c1ccc(C(=S)NC2CCCCC2)cc1	16	-13	-17	3	-8	-6	-0.7	-2	1
O=C(CN1CCN(C(=O)CNC(=O)c2ccc3c(c2)OCO3)CC1)Nc1cccc(F)c1	-9	-11	-11	13	-1	-9	-0.3	17	11
Cc1c(OCC(=O)OC(C)(C)C)ccc2c3c(c(=O)oc12)CCC3	6	-27	-14	8	1	-3	3.9	18	5
CC1(c2ccc3c(c2)OCCCO3)NC(=O)N(CC(=O)Nc2cccc(C#N)c2)C1=O (stereo not given)	-5	-4	-21	4	-3	-12	1.4	14	7
Cc1cc(C)nc(NS(=O)(=O)c2ccc(NC(=O)Nc3ccccc3)cc2)n1	2	-2	-14	14	-8	6	7.5	13	6
COc1ccc(-c2cc(C(=O)NNC(=O)c3csc(N4CCOCC4)n3)c3ccccc3n2)cc1OC	58*	22	-12	14	-2	4	7.1	-16	-6
Cc1sc2ncnc(SCC(=O)NC(=O)NCc3ccco3)c2c1C	-4	7	-22	1	-8	2	0.8	4	-1
CN=C1S/C(=C\c2ccc(N3CCCC3)c(F)c2)C(=O)N1C	6	-9	-15	1	-9	-14	1.1	20	5
Cc1ccc(C(=O)Nc2ccc(N3CCCC3)cc2)cc1	16	-8	-2	4	-11	8	0.1	-8	7
COC(=O)c1c(C(=O)c2ccc(Br)cc2)n(C)c2ccccc12	10	2	-32	1	7	1	-0.2	-14	13

An excerpt from above in order of the M1 ag value, largest number first:
| SMILES | M1 antag | M1 ag | CHRM1 PAM |
| --- | --- | --- | --- |
| O=C(CN1CCN(C(=O)CNC(=O)c2ccc3c(c2)OCO3)CC1)Nc1cccc(F)c1 | -11 | -1 | 11 |
| CN(C(=O)COC(=O)c1ccc(Cl)c(N)c1)c1ccccc1 | 10 | -3 | -9 |
| CCN(CC)c1ccc(C(=S)NC2CCCCC2)cc1 | -13 | -8 | 1 |

Next results follow:
SMILES	TAAR1 antagonist	M1 antag	CHO parental Ca	TAAR1 ag	M1 ag	CHO-K1 Ca antag	CHO-K1 Ca ag	CHO-K1 Ca PAM	CHRM1 PAM
CCn1c(SCC(=O)Nc2ccc(C(C)=O)cc2)nc2c([nH]c3ccccc32)c1=O	-13	-14	-25	4	-5	-7	1.4	19	5
CCc1cccc(NS(=O)(=O)c2c(C)[nH]c(=O)[nH]c2=O)c1	-6	0	nt	-1	-4	-13	0.7	15	2
O=C1CCCCC1CCc1ccncc1 (stereo not given)	8	-14	nt	1	-3	-10	0.8	8	6
CCC(C)(C(=O)NC1CCCCC1)N(C(=O)CNC(C)=O)c1c(C)n(C)n(-c2ccccc2)c1=O (stereo not given)	-11	2	-13	7	-4	-12	0.3	11	2
COC(=O)c1nn(C)c(=O)[nH]c1=O	-17	-18	nt	3	0	-12	1.7	20	10
O=S(=O)(CCNCCc1ccccc1)NCc1ccccc1	-7	11	nt	16	8	10	0.4	-11	8
O=C(NCCCc1ccccc1)c1ccncc1	-11	-7	-8	14	-3	-2	0.0	7	4
Cc1cc(SCC(=O)OC/C(O)=C(\C#N)c2nc3ccccc3[nH]2)c(C)cc1Br	3	-4	-5	3	-2	-12	2.3	18	4
COc1ccc(-n2nc3c(c2NC(=O)C2CC(=O)N(c4ccccc4)C2)CS(=O)(=O)C3)cc1 (stereo not given)	-15	-6	-4	2	-3	-6	0.2	10	8
N#CC1(c2ccccc2)CCC(=NO)CC1 (stereo not given)	-12	-37	-10	6	-1	-2	-0.1	17	3
Cc1cc(/C=N/NC(=O)c2cccs2)c(C)n1-c1cnccn1	-6	2	-5	4	-6	-1	2.6	20	-1
CC1(C(=O)O)CCC(C(=O)NNC(=O)c2ccccc2O)C1(C)C (stereo not given)	-8	-16	4	2	-3	-20	1.5	7	9
Cc1ccc(CNCCC2=CCCCC2)cc1	-20	-8	-11	28	-4	-6	5.3	23	0
O=C(Nc1ccc(C(=O)O)cc1)/C(=C\c1cccc([N+](=O)[O-])c1)NC(=O)c1ccc(Br)o1	11	-11	0	0	-4	-4	1.0	9	8
CCOC1(c2ccccc2)CC1C(=O)N/N=C/c1cccc([N+](=O)[O-])c1 (stereo not given)	-26	-4	-8	0	-3	-7	1.6	13	0
O=C(c1ccc(Br)c(S(=O)(=O)N2CCCCC2)c1)N1CCCCC1	26	13	-6	10	-1	15	2.0	7	-4
O=C(CCCCl)Oc1ccc2cc(-c3ccc4ccccc4n3)c(=O)oc2c1	1	4	11	1	-2	1	1.2	-4	-8
COc1cc(Br)c(C(=O)c2nccc3cc(OC)c(OC)cc23)cc1OC	-7	-12	-24	0	-4	-10	0.3	-5	8
N#Cc1cnn(-c2ncnc3sc4c(c23)CCCC4)c1N	-7	-23	-3	16	-2	-15	-0.4	8	3
O=C1c2ccccc2C(c2nnnn2-c2ccc3c(c2)OCCO3)N1C1CC1 (stereo not given)	-20	nt	nt	5	nt	-18	0.2	6	nt
COc1ccc(-n2c(COc3ccc4c(c3)OCO4)nnc2SCC(=O)O)cc1	-10	8	-7	13	-2	-4	-0.2	-11	-1
COC(=O)C(Cc1ccccc1)NC(=O)CCCC(=O)NCc1cccc(OC)c1 (stereo not given)	-24	-13	-7	5	-3	-4	0.9	13	6
CC1CN(S(=O)(=O)c2ccccc2)C(C)CN1S(=O)(=O)c1ccccc1 (stereo not given)	2	-20	nt	8	-2	3	0.1	14	2
CSc1cc(C)nc(NC(C)=O)n1	-11	-9	1	0	-4	-16	1.4	22	7
Cc1ccc(S(=O)(=O)/N=c2\sccn2C)cc1	-2	-8	-7	5	-4	-11	0.1	15	5
Cc1cc2c(c(=O)n1Cc1ccco1)C(c1ccccc1)C(C#N)=C(N)O2 (stereo not given)	-8	-2	-4	7	-6	-11	0.5	27	3
CN(C)S(=O)(=O)c1ccc(Cl)c(NC(=O)CN2CCCC2)c1	1	4	-11	3	-4	-14	-0.1	3	11
Cc1cccc(C(=O)Nc2cc(C)ccc2NC(=O)COc2ccccc2)c1	37	-4	-23	16	-4	4	2.0	3	2
Cc1cccc(N2CCN(C(=O)CC(NC(=O)c3ccccc3)c3ccccc3)CC2C)c1 (stereo not given)	3	2	-21	1	-6	-5	2.2	19	6
O=C(CCc1nnc(CCCCc2ccccc2)o1)N1CCCC(O)C1 (stereo not given)	-11	-8	-11	1	-3	-3	0.8	1	3
O=C(Nc1nccs1)C1CC(=O)N(c2ccccc2Cl)C1 (stereo not given)	3	-13	-6	12	-4	-8	0.7	15	5

12 neighbouring records from above:
SMILES	TAAR1 antagonist	M1 antag	CHO parental Ca	TAAR1 ag	M1 ag	CHO-K1 Ca antag	CHO-K1 Ca ag	CHO-K1 Ca PAM	CHRM1 PAM
Cn1cccc1/C=N\NC(=O)C1COc2ccccc2O1 (stereo not given)	0	-10	-4	3	-2	-6	2.8	21	9
O=C(Nc1ccc(Cl)cc1)NC1CCCCNC1=O (stereo not given)	-4	-6	6	3	-2	-7	1.3	8	9
CCOC(=O)Cn1cc(/C=N/NC(=O)c2ccc(C#N)cc2F)c2ccccc21	24	0	10	6	-3	10	0.2	1	1
CCN(Cc1ccccc1)c1ccccc1	-6	-8	nt	-2	0	4	-0.5	-9	7
Cc1ccc(-c2noc(C3CCCN(C(=O)c4ccccc4Br)C3)n2)o1 (stereo not given)	-13	-1	-13	-3	-3	-18	3.0	1	1
COc1cc(/C=N/NC(=O)C2CC(=O)N(c3ccc(C)cc3)C2)cc(OC)c1OC (stereo not given)	-10	-15	-28	-1	-4	-12	-1.0	8	14
CN(C(=O)COC(=O)c1ccc(Cl)c(N)c1)c1ccccc1	1	10	-18	3	-3	6	-0.1	-13	-9
CC(C)COC(=O)c1ccc(NC(=O)C2C3CCC(C3)C2C(=O)O)cc1 (stereo not given)	-2	-16	-12	13	-5	-7	-0.2	10	5
CN(C)S(=O)(=O)c1ccc(C(=O)NCc2ccccn2)cc1	13	-10	0	6	-11	-4	0.7	15	12
Oc1ccc(C[C@@H](CN2CCCC2CN2C(=S)NC[C@@H]2Cc2ccccc2)N2C[C@H](Cc3ccccc3)N(CC3CCCCCC3)C2=S)cc1 (stereo not given in full)	14	nt	nt	0	nt	-16	1.1	11	nt
CCN(CC)c1ccc(C(=S)NC2CCCCC2)cc1	16	-13	-17	3	-8	-6	-0.7	-2	1
O=C(CN1CCN(C(=O)CNC(=O)c2ccc3c(c2)OCO3)CC1)Nc1cccc(F)c1	-9	-11	-11	13	-1	-9	-0.3	17	11
